From PubChem BioAssay
M. tuberculosis GlmU: inhibition of mycobacterial GlmU enzyme – biochemical, glucosamine-1-phosphate acetyltransferase (AID 1376); Bifunctional protein GlmU (Mycobacterium tuberculosis (strain ATCC 25618 / H37Rv)); hit rate 0.25% among 220,000; inhibition, %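 (tested at 30 µM in the primary screen)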, or IC50 in µM where a hit was titrated; M. tuberculosis GlmU acetyltransferase enzyme assay; higher % means a stronger effect; in the data active means inhibition above about 13%; inconclusive means no clear call, values can overlap the other calls;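 further: 0% = complete reaction with vehicle and 100% = reaction without substrate; strong numbers were not always called active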
RmlCD inh 1536: M. tuberculosis RmlC/RmlD coupled enzyme inhibitors, primary screen, biochemical, compound mixtures, 384-well, from 1536-well plates. inhibition, % at 3.6 µM. hit rate 0.03% among 160,000. RmlC+RmlD coupled enzyme assay, percent inhibition; primary screen in compound mixtures. dTDP-4-dehydrorhamnose reductase (Mycobacterium tuberculosis (strain ATCC 25618 / H37Rv)) …; in the data active means inhibition mostly above about 34%, no sharp cut-off; inconclusive means no clear call, values can overlap the other calls; inactive means mostly below about 22%; further: some results filed as inactive read as strong as hits
Target sequence (P9WH09 whole entry, looked up): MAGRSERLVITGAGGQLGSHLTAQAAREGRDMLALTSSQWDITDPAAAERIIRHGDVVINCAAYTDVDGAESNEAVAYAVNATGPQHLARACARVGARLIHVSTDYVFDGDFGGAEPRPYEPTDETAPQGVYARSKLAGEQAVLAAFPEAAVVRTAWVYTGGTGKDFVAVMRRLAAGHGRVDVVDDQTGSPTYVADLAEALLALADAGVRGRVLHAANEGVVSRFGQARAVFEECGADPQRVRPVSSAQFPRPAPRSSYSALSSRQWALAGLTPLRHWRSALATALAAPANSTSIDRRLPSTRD
Target sequence (P9WH11 whole entry, looked up): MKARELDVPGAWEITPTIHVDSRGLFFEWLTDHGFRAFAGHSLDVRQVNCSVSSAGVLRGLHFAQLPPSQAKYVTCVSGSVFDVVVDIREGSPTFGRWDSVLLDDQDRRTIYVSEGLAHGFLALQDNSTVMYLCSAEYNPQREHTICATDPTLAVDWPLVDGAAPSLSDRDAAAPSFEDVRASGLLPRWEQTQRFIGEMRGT
Active calls of the source: *; ? = inconclusive; . = no result given. These rows are one share of the data; the hit share may differ from the screen's.

mol	M. tuberculosis GlmU	RmlCD inh 1536
O=c1oc2ccccc2n1CCCCCn1c(=O)oc2ccccc21	-0.4%	27.5
O=C(CSc1ccc2nnc(-c3ccc(F)cc3)n2n1)N1CCOCC1	1.4%	.
O=S(=O)(Nc1ccc(Oc2ncccn2)c(Cl)c1)c1ccc(F)cc1	.	8.5
CC(C)C(NC(=O)CSc1ccc(Cl)cc1)C(C)C	-1.2%	.
Cc1c(NS(=O)(=O)c2ccc3c(c2)Cc2ccccc2-3)c(=O)n(-c2ccccc2)n1C	1.6%	-15.3
CCn1c(SCC(=O)Nc2ccccc2N2CCOCC2)nnc1-c1ccccc1	3.7%	9.0
O=S(=O)(c1cccc(-c2nnc3n2CCCCC3)c1)N1CCOCC1	4.4%	31.2
CNC(=S)NNC(=O)c1sccc1OCc1ccccc1	-1.6%	?
COC(=O)c1ccsc1NC(=O)CN1CCN(Cc2ccc3c(c2)OCO3)CC1	1.4%	.
O=C(NCCCCCCNC(=O)OCCO)OCCO	-1.9%	11.3
Cc1ccc(NC(=O)Cn2c(CCC(=O)O)ccc2-c2cccs2)cc1Cl	-2.5%	.
Cc1cccc(C)c1NC(=O)C[n+]1cc(-c2ccccc2)n2c1CCC2	-1.3%	-10.9
CCNC(=O)NC(=O)C(C)OC(=O)Cc1coc2cc3c(cc12)CCC3 (configuration not stated)	-4.7%	5.2
O=C(Nc1ccc(-c2nnc(-c3ccco3)o2)cc1)C(c1ccccc1)c1ccccc1	-0.6%	.
CCN(CC)c1cc(Cl)nc(N)n1	-2.5%	15.2
CC(C)Cn1c(SCC#N)nc2ccccc2c1=O	0.7%	.
Cc1ccc(Nc2n[nH]c(C)c2[N+](=O)[O-])cc1	-2.4%	12.7
Cc1ccc(-n2[nH]c(C)c(C=Nc3ccc4[nH]c(=O)[nH]c4c3)c2=O)cc1C	1.7%	3.1
CCc1ccc(NC(=O)C(=O)N/N=C(\C)CC(=O)NCCOC)cc1	-1.7%	1.3
O=C(CC1CCCC1)NCCc1cn2ccccc2n1	-1.8%	9.5
CC(=O)c1ccc(C(=O)N2CCc3c([nH]c4ccccc34)C2c2cccc(C)n2)s1 (configuration not stated)	3.6%	.
C#CCOCCOCCOCCNc1nc(N2CCN(C(=O)C([C@@H](C)CC)n3cc(C(N)Cc4ccc(O)cc4)nn3)CC2)nc(N2CCN(C(=O)[C@H](CCC(=O)O)n3cc(C(N)Cc4ccc(O)cc4)nn3)CC2)n1 (some centres not stated)	-0.3%	.
NS(=O)(=O)c1cccnc1Nc1c(Cl)cccc1Cl	1.2%	4.5
O=C(O)c1[nH]c2ccc(Br)cc2c1CCN1C(=O)c2cccc([N+](=O)[O-])c2C1=O	3.2%	10.0
Cc1cc(NS(=O)(=O)c2ccc(NC(=O)C(CC(C)C)N3C(=O)c4ccccc4C3=O)cc2)nc(C)n1 (configuration not stated)	3.5%	-7.3
CCN(CC)CC(=O)Nc1ccc(C)cc1Br	-2.4%	.
CCC(C)(C)NC(=O)Nc1cc(Cl)ccc1OC	-6.2%	-2.2
Cc1csc(NC(=O)C2CCCN(S(=O)(=O)c3ccc(Br)s3)C2)n1 (configuration not stated)	-1.0%	.
Cc1cc(=O)n(CC=C(Cl)Cl)c2ccccc12	1.7%	-5.6
O=c1oc(-c2ccc([N+](=O)[O-])cc2)nc2ccc(O)cc12	-0.7%	-8.5
Cc1ccc(C2C(C#N)=C(N)N(c3cccnc3)C3=C2C(=O)CCC3)s1 (configuration not stated)	8.1%	7.1
Cn1c(=O)cc(N2CCCCC2)[nH]c1=O	-0.7%	6.7
Cc1ccccc1NC(=O)Nc1ccc(C(F)(F)F)cc1	0.8%	4.9
Cc1ccc(-n2nnc(-c3nccn3C)n2)cc1	-1.3%	.
CC(C)(C)c1ccc(NC(=O)C(=O)C2C(=O)Nc3ccccc32)cc1 (configuration not stated)	-4.9%	5.8
O=C(NCc1ccco1)C(c1ccccc1)N(C(=O)Cc1cccs1)c1ccccc1 (configuration not stated)	3.7%	.
COc1ccc(/C=N/Nc2nc(=O)[nH]nc2C)cc1[N+](=O)[O-]	-3.1%	-6.2
O=C(CSc1ncn[nH]1)Nc1ccccc1Sc1ccc(Cl)cc1	-4.2%	0.7
Nc1nc(Nc2ccccc2Cl)cc(=O)[nH]1	2.7%	-4.9
CCCOc1cccc(C2C(C(=O)c3ccco3)=C(O)C(=O)N2CCN(CC)CC)c1 (configuration not stated)	-4.3%	.

Reprinted from the listing for reference:
mol	M. tuberculosis GlmU	RmlCD inh 1536
COc1ccc(/C=N/Nc2nc(=O)[nH]nc2C)cc1[N+](=O)[O-]	-3.1%	-6.2
O=C(CSc1ncn[nH]1)Nc1ccccc1Sc1ccc(Cl)cc1	-4.2%	0.7
Nc1nc(Nc2ccccc2Cl)cc(=O)[nH]1	2.7%	-4.9
CCCOc1cccc(C2C(C(=O)c3ccco3)=C(O)C(=O)N2CCN(CC)CC)c1 (configuration not stated)	-4.3%	.

The list goes on.
mol	M. tuberculosis GlmU	RmlCD inh 1536
COC(=O)c1ccc(NC(=O)C(=O)N2CCN(C(=S)NCCc3ccccc3)CC2)cc1	1.9%	-10.4
Nc1cc(=O)n(Cc2ccccc2)c(=O)n1-c1ccc(Cl)cc1	-6.8%	.
C=CC[N+]1(CC#CCOC(c2ccccc2)c2ccccc2)CCOCC1	0.6%	-11.1
c1ccc(-n2c(Cc3cccnc3)nc3cnccc32)cc1	-0.2%	.
CC(=O)Oc1ccc2oc(=O)c3c(c2c1)CCCN3C(=O)CN1CCN(c2ncccn2)CC1	3.0%	-6.6
O=C(Nc1ccc2c(c1)CCC2)c1ccc(F)c(S(=O)(=O)N2CCOCC2)c1	1.6%	2.6
Cc1c(C)n(Cc2ccccc2)c2ccc(C(=O)OCCCN(C)C)cc12	-12.4%	3.4
Cc1cccc(C)c1NC(=O)C1c2ccccc2Oc2ccccc21	-5.7%	0.5
C/C(N)=C(/C#N)C(=O)CSc1nnc(COc2ccccc2Cl)o1	-2.2%	-2.2
CSC(=NC#N)N1CCN(c2ccc([N+](=O)[O-])cc2)CC1	-2.7%	19.6
CN1c2ccccc2C(O)=C(C(=S)Nc2ccc(F)c(Cl)c2)S1(=O)=O	0.3%	.
O=S(=O)(Nc1cc(Cl)ccn1)c1ccc(Cl)cc1	3.0%	4.9
Cc1cc(Oc2ccccc2)nc(SCC(=O)Nc2ccccc2)n1	1.7%	.
O=C(Nc1ccc(N2CCCCC2)cc1)c1ccc(F)cc1F	4.7%	12.1
OC(CN1C2=NCCN2c2ccccc21)c1ccccc1 (configuration not stated)	2.3%	-3.7
CCOc1cc(/C=C\[N+](=O)[O-])ccc1OCC(=O)N1CCOCC1	-3.0%	-0.6
O=C(CN1CC(=O)Oc2ccccc21)NCc1ccco1	-4.6%	.
c1ccc(C(Cc2nc(-c3ccncc3)no2)c2ccccc2)cc1	.	-9.8
Cc1ccc(C(C#N)c2ccc3c(C(F)(F)F)cc(C(F)(F)F)nc3n2)cc1 (configuration not stated)	7.5%	9.3
Cc1[nH]c2ccccc2c1C(=O)CSc1nc2ccccc2[nH]1	2.5%	.
Cc1nnc(OCC(=O)NCCC2=CCCCC2)c2ccccc12	-2.7%	-9.4
CN(C)S(=O)(=O)c1ccc(C(=O)NCc2ccccn2)cc1	-2.3%	.
O=C(O)Cc1coc2cc3c(cc12)CCC3	-6.7%	-1.6
CC(=O)c1ccc(N2CCN(c3ccc(S(=O)(=O)NCCN(C)C)cc3[N+](=O)[O-])CC2)cc1	-2.9%	.
O=C(NNC(=O)c1ccc(SCC2CCCO2)c([N+](=O)[O-])c1)c1ccc(Cl)c([N+](=O)[O-])c1 (configuration not stated)	-1.6%	8.2
O=C(COC(=O)c1ccc(Cl)c([N+](=O)[O-])c1)Nc1ccccc1OC(F)F	0.8%	6.1
CCOC(=O)Nc1cc2c(cc1C(C)=O)OCO2	-3.7%	-2.5
CCN(CC)S(=O)(=O)c1cc(C(=O)OCC(=O)c2ccc3c(c2)NC(=O)CO3)ccc1F	-2.5%	11.1
C=CCSc1nc(NC)c2sccc2n1	-0.1%	?
O=Nc1c(O)n(Cc2ccc(Cl)cc2Cl)c2ccccc12	2.3%	.
CN(C)CC(O)CN(c1ccccc1)c1ccccc1 (configuration not stated)	-0.8%	12.1
CCNC(=O)c1ccc(-n2nc(C)cc2-c2ccccc2)cc1	1.1%	-3.2
CCOc1ccc(C(=O)NCc2ccccc2OC)cc1	0.8%	-15.4
O=C(Nc1cc(N2CCCCC2)ncn1)c1ccccc1	1.0%	.
Cc1cc(N/C=C/C(=O)c2cccs2)ccc1F	-3.9%	-7.5
FC(F)(F)c1ccccc1NC(=S)NN1CCOCC1	0.4%	-6.1
CS(=O)(=O)c1ccc(C(=O)Nc2cc(S(C)(=O)=O)ccc2Cl)cc1	0.9%	5.0
C/C=C/Cn1c(Br)nc2c1c(=O)n(C)c(=O)n2C	2.4%	-12.0
COc1ccc(C(=O)/C=C/N2CCCCC2)cc1OC	0.6%	-6.3
O=C(CSc1ccccc1)N(c1ccc(Br)cc1)c1nccs1	8.8%	0.0
O=[N+]([O-])c1ccc2nc(CN3CCCCC3)[nH]c2c1	4.6%	.
COc1cc(C(O)P(=O)(OC2CCCCC2)c2ccc(N(C)C)cc2)cc(OC)c1OC (configuration not stated)	-2.3%	.
O=C(O)C1CC(=O)N(c2ccc(OCc3ccccc3)cc2)C1 (configuration not stated)	1.1%	-1.2
COCCn1nnnc1C(CC(C)C)N1CCN(c2ccccc2)CC1 (configuration not stated)	-3.2%	.
Cc1ccccc1-c1nc(CN2CCC(C(=O)NCc3ccco3)CC2)c(C)o1	0.7%	-1.0
CCCn1c(S(=O)(=O)O)nc2ccccc21	5.4%	8.6
CC(C)(C)NCC(O)COc1ccccc1C(C)(C)C (configuration not stated)	2.0%	.
Cn1c(=O)cc(OCC(=O)N2CCN(C3CCCCC3)CC2)c2ccccc21	0.8%	7.8
CC(C)C(=O)NC(C)C(c1cccs1)N1CCOCC1 (configuration not stated)	3.8%	7.2
CSc1ccc(/C=N/N2CCN(Cc3ccc(C)cc3C)CC2)cc1	4.7%	51.8
CC(=O)Nc1ccc(SC[C@H](CC(C)C)N2CCN(CC(C)C)CCC2=O)cc1	-1.6%	.
N#C/C(=C\c1ccc(F)cc1)c1n[nH]c(Cn2cncn2)n1	-1.8%	.
Cc1nnsc1SCCNC(=O)Nc1ccc(Cl)cc1	2.0%	-8.6
O=C(O)C1CC=CCC1C(=O)N1CCCC1 (configuration not stated)	-0.4%	-10.6
CCc1ccc(-c2c(C)sc(NC(=O)C3CCC3)c2C#N)cc1	2.0%	-0.4
O=C(Cc1ccccc1)NC1CCS(=O)(=O)C1 (configuration not stated)	-2.6%	.

More compounds.
mol	M. tuberculosis GlmU	RmlCD inh 1536
Cc1cccc(NC(=O)CCCN2C(=O)c3ccccc3C2=O)n1	-4.5%	.
Cc1ccc(NC(=O)Cc2nnc(N)s2)cc1	1.4%	9.8
Brc1ccc2c(c1)OCCOCCOCCOCCOCCOCCO2	-1.4%	.
Cn1c(=O)c2c(nc(NCc3ccc4c(c3)OCO4)n2Cc2ccc(F)cc2)n(C)c1=O	1.6%	9.0
CCC(CO)N=C1CC(C)(C)CC(=O)/C1=C(/O)CCCN1C(=O)c2ccccc2C1=O (configuration not stated)	-7.4%	9.0
COc1cccc(C(=O)N/N=C/C(Br)=C/c2ccccc2)c1	-0.7%	-7.8
Oc1[nH]c2ccccc2c1C=Nc1ccc2c(c1)OCO2	1.5%	.
COc1ccccc1S(=O)(=O)Cc1ccc(C(=O)NCCN(C)C)o1	3.2%	.
Cc1cc(C(=O)COC(=O)c2ccc3c(c2)OCO3)c(C)n1Cc1cccs1	-2.1%	3.8
Cc1ccc(C)c(Cn2nnc3c(=O)[nH]c(C4CCN(C(=O)c5cccs5)CC4)nc32)c1	1.5%	8.1
CC(C)OCCCNC(=S)Nc1ccc(S(N)(=O)=O)cc1	2.9%	-20.2
CCOc1ccc(N(CC)C(=O)COc2cc(=O)n(CC)c3ccccc23)cc1	-2.4%	.
CN(CCC1CCCCO1)C(=O)CCc1nnc(C2CCCCC2)o1 (configuration not stated)	-1.5%	7.7
O=C(N/N=C/C(Br)=C\c1ccccc1)c1ccco1	2.9%	1.4
COc1cc(C2C(C#N)=C(N)OC3=C2C(=O)CCC3)ccc1OC(=O)N1CCOCC1 (configuration not stated)	8.2%	-8.5
N#C/C(=C\Nc1ccccc1SC(F)(F)F)c1nc(-c2ccc(Cl)cc2)cs1	-0.4%	17.4
Cc1ccc(CNS(=O)(=O)c2ccccc2[N+](=O)[O-])cc1	-4.0%	.
COc1cccc(C(=O)N(CN2CCCC2=O)c2cccc(Cl)c2)c1OC	5.5%	-6.0
